Screening results: PubChem BioAssay, several laboratories
KOR beta-arrestin-1 = KOR antagonists, beta-arrestin recruitment, cell-based, luminescence, uHTS (AID 1778); inhibition, % at 10 µM, or IC50 in µM where a hit was titrated; hit rate 0.091% among 290,000; KOR beta-arrestin recruitment, luminescence, antagonist mode; higher % means a stronger effect; also: strong numbers were not always called active
GPR55 activation = selective activators of receptor GPR55 – imaging, U2OS cells, beta-arrestin-GFP redistribution, primary screen (AID 1961) | U2OS GPR55 beta-arrestin-GFP redistribution imaging; higher % means a stronger effect | activation, % at 10 µM; hits with a dose series show EC50 in µM | hit rate 0.048% among 290,000;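 active = activation above 40% with more than 50 cells counted in the well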;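 also: U2OS osteosarcoma cells stably expressing GPR55 and beta-arrestin-GFP; plate controls were DMSO negative control for no effect and LPI positive control for full effect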
SV40 large T antigen = SV40 large T antigen inhibitors, biochemical (AID 1903); one-dose inhibition, % at 20 µM; IC50 in µM for titrated hits; SV40 large T antigen ATPase/helicase inhibition assay; higher % means a stronger effect; hit rate 0.39% among 310,000; in the data active = a potency from the dose series; also: strong numbers were not always called active
HEK293 NOD2/NF-kB = inhibition of NOD2-driven NF-kB reporter – cell-based, luminescence, uHTS, HEK293 (AID 1566). one-dose inhibition, % at 4 µM; EC50 in µM for titrated hits. HEK293 NOD2/NF-kB luciferase reporter, luminescence; higher % means a stronger effect. hit rate 0.63% among 290,000; also: many of its hits are not listed in these tables
MgcRacGAP inhibition = MgcRacGAP GTPase-activating activity inhibitors, confirmation, biochemical, ADP Hunter fluorescence. MgcRacGAP-stimulated Rac1 GTP hydrolysis, ADP Hunter fluorescence; higher % means a stronger effect; GST-tagged Rac1 F28L mutant substrate. hit rate 0.6% among 340,000. inhibition, % at 30 µM; hits with a dose series show IC50 in µM. AID 624330;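 active = first-screen hits whose inhibition reached a set limit at any dose in the follow-up dose series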;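 also: fluorescence reports GDP produced by GAP-driven GTP hydrolysis; strong numbers were not always called active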
KOR beta-arrestin-2 = kappa opioid receptor activators – cell-based, luminescence, uHTS, primary screen (AID 1777); KOR beta-arrestin recruitment, luminescence; higher % means a stronger effect; one-dose activation, % at 10 µM; EC50 in µM for titrated hits; hit rate 0.02% among 280,000; in the data active = activation above about 50%, passing the limit was not always enough; also: a part of the inactive calls stands beside numbers as strong as those of hits
HIV peptide binding = cell-free HIV fusion peptide-binding blockers – biochemical, uHTS, fluorescence dequenching, primary screen (AID 1986); hit rate 0.3% among 290,000; one-dose inhibition, % at 20 µM; IC50 in µM for titrated hits; cell-free peptide binding, fluorescence dequenching, 30 min; higher % means a stronger effect; in the data active = inhibition mostly above about 52%, no sharp cut-off; inactive = mostly below about 76%; also: some results filed as inactive read as strong as hits
GPR55 antagonists = inhibition of LPI-stimulated GPR55 beta-arrestin translocation – imaging, U2OS, beta-arrestin-GFP, LPI agonist, primary screen (AID 2013); U2OS GPR55 beta-arrestin-GFP translocation imaging, LPI antagonism; higher % means a stronger effect; inhibition, % at 10 µM, or IC50 in µM where a hit was titrated; hit rate 0.13% among 290,000;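 active = spots per cell inhibited over 60%, with over 100 cells counted and total cytoplasm intensity under 500,000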;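 also: U2OS cells stably carrying GPR55 and arrestin-GFP stimulated by 5 µM LPI near EC80; imaged beta-arrestin-GFP aggregate spots per cell after agonist stimulation; plate controls were LPI-stimulated DMSO wells for no effect and DMSO wells without LPI for full effect; some results filed as inactive read as strong as hits; confirmed hits need IC50 under 10 µM and bright autofluorescent wells are also inconclusive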
NOD1 inhibition = NOD1 signaling inhibitors, primary screen, cell-based, luminescence, uHTS (AID 1578). NOD1-driven NF-kB luciferase reporter cells, luminescence; higher % means a stronger effect. inhibition, % at 4 µM; hits with a dose series show EC50 in µM. hit rate 1% among 290,000; in the data active = inhibition mostly above about 36%, no sharp cut-off; inactive = mostly below about 34%;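 also: HEK-293T reporter cells stimulated with the NOD1 agonist gamma-tri-DAP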
* hit, by the source's call; nt = no result given; [ ] = dose if it differs, or a comment. Rule as the data show it, unless noted: active = inhibition above about 50%; inactive = the rest. Not all compounds are listed; the hit share may differ from the screen's.

Molecule,KOR beta-arrestin-1,GPR55 activation,SV40 large T antigen,HEK293 NOD2/NF-kB,MgcRacGAP inhibition,KOR beta-arrestin-2,HIV peptide binding,GPR55 antagonists,NOD1 inhibition
O=C(c1ccccn1)c1conc1C(=O)c1ccc(Br)cc1,7%,-0.1%,4%,-7%,6%,1.8%,0.6%,2%,0%
Cc1ccc(C)c(N2CCN(C(=O)c3csc4ccccc34)CC2)c1,9%,-0.3%,-1%,7%,9%,-1.2%,0.3%,4%,3%
CC(NC(=O)c1ccc(NC(=O)c2ccco2)cc1)c1ccccc1 (stereo not drawn),-24%,-0.1%,3%,-8%,-2%,4.3%,-0.8%,15%,-14%
Cc1ccc(C)c(N(Cc2ccccc2F)S(C)(=O)=O)c1,0%,-0.4%,-1%,-1%,-1%,6.8%,1.7%,14%,6%
O=C(CCN1C(=O)/C(=C/c2cccs2)SC1=S)NC1=NCCS1,22%,-0.3%,11%,16%,8%,7.8%,3.9%,4%,8%
CCc1c(C#N)c(SCCC(=O)Nc2ccc(OC)cc2)nc2c1C(=O)CC(C)(C)C2,-32%,0.0%,5%,-10%,8%,1.7%,0.4%,4%,-6%
COCC(C)n1c(SCc2nc3ccccc3c(=O)[nH]2)nc2ccccc2c1=O (stereo not drawn),1%,-0.1%,15%,10%,5%,2.6%,1.7%,-1%,-41%
O=C(CSc1nnc(COc2ccc(Cl)cc2)o1)NC1CC2CCC1C2 (stereo not drawn),-7%,0.0%,1%,-18%,6%,2.5%,0.1%,-1%,-36%
COC(=O)c1cn(CCOc2ccccc2)c2ccccc12,11%,0.0%,0%,-40%,7%,-0.1%,-0.7%,-8%,-12%
Cc1ccc(C(C)C)c(OCc2nnc3n2CCCCC3)c1,26%,-0.1%,8%,3%,-2%,-3.6%,0.1%,4%,-6%
CN1C(=O)c2cccc(NC(=O)CCc3ccccc3)c2C1=O,-33%,-0.1%,10%,9%,3%,4.1%,-0.1%,0%,-23%
Cc1cccc(OCCCn2c(=O)oc3ccc(C)cc32)c1,7%,-0.1%,0%,-6%,6%,-0.7%,0.4%,7%,-22%
C/C(=N\NC(=O)C1(C)CC1(Br)Br)c1ccc(NC(=O)c2ccc(C)o2)cc1 (stereo not drawn),6%,-0.3%,5%,1%,6%,3.1%,0.1%,12%,13%
Cc1c(CCC(=O)N[C@@H](CCCNC(N)=O)C(=O)O)c(=O)oc2cc3oc4c(c3cc12)CCCC4,-29%,0.6%,11%,32%,10%,0.0%,5.7%,0%,20%
C[C@H](C(=O)C=[N+]=[N-])N1C(=O)c2ccccc2C1=O,-12%,-0.3%,10%,18%,nt,10%,1.2%,-12%,-13%
Cn1c(=O)n(CC(N)=O)c(=O)c2c1nc1n2CCCN1Cc1ccccc1,-5%,0.0%,6%,6%,7%,6.1%,0.9%,6%,-4%
COc1ccc(C(=O)NNC(=O)C2CCN(S(=O)(=O)c3ccc(C)cc3)CC2)cc1,-12%[20 µM],-0.1%,7%,-6%,8%,nt,-0.7%,5%,-11%
O=CN1CCN(c2ncnc3c2nnn3Cc2c(F)cccc2Cl)CC1,-22%[20 µM],nt,25%,17%,-3%,nt,0.6%,8%,-11%
O=C(NC(=S)N1CCN(C/C=C/c2ccccc2)CC1)c1c(F)cccc1F,-16%,-0.3%,7%,2%,2%,13%,-0.3%,10%,4%
CC(C)(C)n1c(=O)[nH]c2c(c1=O)CCC2,-12%,-0.2%,0%,1%,11%,3.5%,6.7%,31%,-24%
COc1ccccc1CNC(=O)[C@H](C)NC(=O)C1CCN(C(=O)[C@@H](N)CCSC)CC1,-35%[20 µM],0.2%,4%,8%,0%,0.1%,0.9%,-1%,-11%
O=C(Nc1nnc(Cc2ccc(F)cc2)s1)Nc1ccccc1F,-31%,0.2%,5%,-37%,3%,2.1%,1.6%,14%,-36%
COc1ccc(CN2CCCCC2C)cc1C (stereo not drawn),-3%,-0.1%,3%,0%,12%,-0.6%,-0.3%,2%,-15%
C/C(=N\NC(=O)CNc1ccc(F)cc1)c1cc2ccccc2o1,-5%,0.4%,2%,-9%,3%,-2.3%,-2.4%,6%,-12%
CCOC(=O)C(C)N1N=C(/C=C/c2ccc(C)cc2)CCC1=O (stereo not drawn),-30%,0.0%,9%,5%,2%,0.1%,-2.2%,0%,-23%
CS(=O)(=O)N(Cc1ccccc1)c1ccc(C(=O)Nc2ccc3c(c2)OCO3)cc1,10%,-0.2%,17%,17%,-3%,2.9%,-1.7%,-17%,9%
COc1ccc(NC(=O)c2ccc(COc3ccccc3)o2)cc1,5%,0.0%,-15%,0%,6%,-1.6%,-1.2%,1%,7%
CCOc1ccc(N2CC(C(=O)Nc3cccc(S(=O)(=O)N4CCCCC4)c3)CC2=O)cc1 (stereo not drawn),-7%,0.6%,19%,20%,5%,1.8%,0.2%,4%,-11%
C/C(CC(=O)NCc1ccco1)=N\NC(=O)CC#N,-12%[20 µM],-0.1%,6%,18%,13%,nt,2.3%,21%,-12%
CCc1ccccc1NC(=O)N1CCCc2ccccc21,-9%,-0.1%,15%,14%,3%,1.9%,0.8%,10%,-20%
CC(C)C1N(C(=O)N2CCOCC2)CCN1S(=O)(=O)c1ccccc1 (stereo not drawn),0%,0.6%,10%,-1%,1%,-0.5%,1.6%,-1%,-6%
CCOC(=O)N1CCN(CC(O)COCCC23CC4CC(CC(C4)C2)C3)CC1 (stereo not drawn),58%,-0.1%,1%,2%,0%,1.4%,3.6%,-12%,-13%
O=C(Nc1ccc2c(c1)OCO2)Nc1ccc(Cl)cc1Cl,-14%,0.3%,6%,-28%,10%,3.1%,22%,-5%,-28%
COC(=O)[C@H](C)NC(=O)c1cc2c(cn1)[nH]c1ccccc12,20%,0.3%,20%,-1%,29%,-4.8%,-0.7%,5%,-22%
O=C(NC1CCCC1)c1cc(-c2ccc(Cl)cc2Cl)on1,29%,1.3%,2%,-77%,4%,0.9%,1.3%,-3%,-10%
COc1ccccc1NC(=O)NCCc1c[nH]c2ccccc12,6%,-0.1%,16%,14%,1%,-0.7%,-0.7%,4%,-8%
Cc1cc(F)ccc1NC(=O)c1cc(S(=O)(=O)N2CCc3ccccc32)cn1C,-11%[20 µM],-0.1%,15%,40%,7%,-1.4%,-0.2%,-8%,14%
COc1cc(NC(=O)Nc2cc(C)on2)cc(OC)c1OC,-1%,0.3%,6%,12%,9%,-4.1%,-0.2%,0%,-16%
COc1cccc(C(c2nnnn2CCc2ccccc2)N2CCN(c3ccccc3)CC2)c1OC (stereo not drawn),1%,-0.3%,-3%,14%,5%,4.9%,-1.0%,-1%,-11%
Cc1ccc2nc3c(cc(C(=O)NCCc4ccccc4)c(=N)n3CCN3CCOCC3)c(=O)n2c1,-15%,-0.1%,-1%,2%,9%,-2.3%,0.9%,4%,-22%

Ordered by the number under SV40 large T antigen (lowest first): 3 of the compounds above.
Molecule,KOR beta-arrestin-1,GPR55 activation,SV40 large T antigen,HEK293 NOD2/NF-kB,MgcRacGAP inhibition,KOR beta-arrestin-2,HIV peptide binding,GPR55 antagonists,NOD1 inhibition
CCOC(=O)N1CCN(CC(O)COCCC23CC4CC(CC(C4)C2)C3)CC1 (stereo not drawn),58%,-0.1%,1%,2%,0%,1.4%,3.6%,-12%,-13%
O=C(Nc1ccc2c(c1)OCO2)Nc1ccc(Cl)cc1Cl,-14%,0.3%,6%,-28%,10%,3.1%,22%,-5%,-28%
COC(=O)[C@H](C)NC(=O)c1cc2c(cn1)[nH]c1ccccc12,20%,0.3%,20%,-1%,29%,-4.8%,-0.7%,5%,-22%

The results go on.
Molecule,KOR beta-arrestin-1,GPR55 activation,SV40 large T antigen,HEK293 NOD2/NF-kB,MgcRacGAP inhibition,KOR beta-arrestin-2,HIV peptide binding,GPR55 antagonists,NOD1 inhibition
O=C1NCCCC1C(=O)N/N=C/c1cc([N+](=O)[O-])ccc1O (stereo not drawn),4%,1.0%,nt,-7%,16%,8.9%,3.0%,-7%,-15%
CCN(CC)C(=O)c1sc2nc(-c3cccs3)cc(-c3ccc(Cl)cc3)c2c1N,28%,11%,-3%,-1%,19%,-1.2%,16%,5%,17%
COc1ccccc1OCCn1cc(/C=N/NC(=O)c2ccncc2)c2ccccc21,-25%,-0.3%,8%,18%,9%,-1.2%,-1.2%,16%,11%
Cc1ccc(OCC(=O)NC(=S)Nc2cccc(NC(=O)c3ccc(Cl)cc3Cl)c2)cc1,22%,0.6%,13%,-13%,3%,12%,-1.7%,10%,-39%
NC(=O)C1CCN(C2CC(=O)N(Cc3ccc(N4CCCC4=O)cc3)C2=O)CC1 (stereo not drawn),-33%,-0.1%,12%,-4%,4%,0.5%,1.8%,16%,-12%

Grouped by structure: the entries above with a Cl atom
Molecule,KOR beta-arrestin-1,GPR55 activation,SV40 large T antigen,HEK293 NOD2/NF-kB,MgcRacGAP inhibition,KOR beta-arrestin-2,HIV peptide binding,GPR55 antagonists,NOD1 inhibition
O=C(CSc1nnc(COc2ccc(Cl)cc2)o1)NC1CC2CCC1C2 (stereo not drawn),-7%,0.0%,1%,-18%,6%,2.5%,0.1%,-1%,-36%
O=CN1CCN(c2ncnc3c2nnn3Cc2c(F)cccc2Cl)CC1,-22%[20 µM],nt,25%,17%,-3%,nt,0.6%,8%,-11%
O=C(Nc1ccc2c(c1)OCO2)Nc1ccc(Cl)cc1Cl,-14%,0.3%,6%,-28%,10%,3.1%,22%,-5%,-28%
O=C(NC1CCCC1)c1cc(-c2ccc(Cl)cc2Cl)on1,29%,1.3%,2%,-77%,4%,0.9%,1.3%,-3%,-10%
CCN(CC)C(=O)c1sc2nc(-c3cccs3)cc(-c3ccc(Cl)cc3)c2c1N,28%,11%,-3%,-1%,19%,-1.2%,16%,5%,17%
Cc1ccc(OCC(=O)NC(=S)Nc2cccc(NC(=O)c3ccc(Cl)cc3Cl)c2)cc1,22%,0.6%,13%,-13%,3%,12%,-1.7%,10%,-39%
